Screens: PubChem BioAssay, ICCB-Longwood Screening Facility, Harvard Medical School
Polio RdRp inh = poliovirus RNA polymerase inhibition; hit rate 0.66% among 150,000; % elongation, % (compound at 16.7 µg/mL); poliovirus polymerase elongation, fluorescence polarization; stronger effect = lower value; P03300; in the data active means % elongation below about 90%; further: some results filed as inactive read as strong as hits
Target sequence (P03300 1749-2209 limits assumed): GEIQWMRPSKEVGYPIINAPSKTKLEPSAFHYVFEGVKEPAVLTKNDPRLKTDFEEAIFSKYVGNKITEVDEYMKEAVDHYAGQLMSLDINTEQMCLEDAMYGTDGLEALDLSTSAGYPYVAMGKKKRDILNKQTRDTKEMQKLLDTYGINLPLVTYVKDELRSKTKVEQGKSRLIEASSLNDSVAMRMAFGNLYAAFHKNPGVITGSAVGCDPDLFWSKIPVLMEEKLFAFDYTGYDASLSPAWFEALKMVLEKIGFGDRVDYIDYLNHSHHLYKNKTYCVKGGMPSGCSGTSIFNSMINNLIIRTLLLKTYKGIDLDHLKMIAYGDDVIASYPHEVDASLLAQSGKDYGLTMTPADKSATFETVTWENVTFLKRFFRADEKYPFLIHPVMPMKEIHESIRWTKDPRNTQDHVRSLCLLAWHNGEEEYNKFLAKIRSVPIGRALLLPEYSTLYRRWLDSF
Polio RdRp inh FP z-score = further read-out of Polio RdRp inh, marked with its call; z-score; measured here: FP z-score; hits read low
An asterisk follows results filed as active; & = joins results of further samples. Only part of the results is shown (hit frequency here may not be typical).

SMILES	Polio RdRp inh	Polio RdRp inh FP z-score
CC1COc2c(N3CCN(C)CC3)c(F)cc3c(=O)c(C(=O)N4CCN(c5ncccn5)CC4)cn1c23 (stereo not given)	101	-0.1
CC(C)(C)n1ncc2c(=O)n(CC(=O)NC3CCCC3)cnc21	101	0.4
COc1cc(C2C(C#N)=C(N)Oc3n[nH]c(C(F)(F)F)c32)ccc1OCC(N)=O (stereo not given)	103	0.4
CCCN(Cc1cccs1)C(=O)Nc1ccccc1CC	103	-0.5
CNC(=O)C1CCC(CNS(=O)(=O)c2ccc(C)cc2)CC1 (stereo not given)	102	0
Oc1ccc2ccccc2c1CN1CCOCC1	101	-0.1
Cc1ccc(Cn2ccsc2=NC(=O)CSc2nnc(-c3ccc(Cl)cc3)o2)cc1	104	0.1
Cc1nc(/C=C(/N)C#N)cn1-c1ccccc1	106	0.4
COc1cc(-c2nc(Cn3nnc(C(=O)Nc4ccc(C)cc4C)c3C)c(C)o2)cc(OC)c1OC	107	0.4
CCCCNS(=O)(=O)c1ccc2nc(SCCC)[nH]c2c1	103	0
CCC1CCCCN1C(=O)CSc1nc(-c2ccc(OC)cc2)cc(C(F)(F)F)n1 (stereo not given)	108	0.8
CC(OC(=O)c1ccc2ccccc2c1O)C(=O)N1CCc2ccccc21 (stereo not given)	101	-0.2

Among those listed so far, 2 contain two or more sulfur atoms:
SMILES	Polio RdRp inh	Polio RdRp inh FP z-score
Cc1ccc(Cn2ccsc2=NC(=O)CSc2nnc(-c3ccc(Cl)cc3)o2)cc1	104	0.1
CCCCNS(=O)(=O)c1ccc2nc(SCCC)[nH]c2c1	103	0

Further structures follow.
SMILES	Polio RdRp inh	Polio RdRp inh FP z-score
c1ccc2c(c1)NC(c1ccc3c(c1)CCO3)n1cccc1-2 (stereo not given)	103	-0.1
O=C1CCC(C(=O)OCC(=O)Nc2ccc(N3CCOCC3)cc2)=NN1	102	0
Cc1c(CCNC(=O)Cc2ccccc2)sc2nc(-c3ccc(F)cc3)nn12	113	1.5
CC(C)COc1ccc(S(=O)(=O)n2cc(F)c(=O)[nH]c2=O)cc1	103	0.3
O=C1CC2C(=O)NCCN2C(=NC(=O)c2ccccc2)N1 (stereo not given)	108	0.6
COc1ccc2oc(=O)c(C(=O)N3c4ccccc4CC3C)cc2c1 (stereo not given)	101	-0.2
COc1ccc(CN2CCN(c3ncnc4onc(-c5ccc(F)cc5)c34)CC2)c(OC)c1OC	103	0.1
N#Cc1ccccc1S(=O)(=O)N1CCN(S(=O)(=O)c2ccccc2C#N)CC1	99	-0.2
COc1ccccc1NC(=O)Cn1c(=O)n(Cc2ccccn2)c(=O)c2sc3ccccc3c21	101	-0.1
O=S(=O)(c1ccccc1)c1ccccc1/C=N\O	104	0.7
O=C(CCn1c(=O)c2cccn2c2cccnc21)N1CCN(c2ccccn2)CC1	102	-0.1
Cc1cc(C(=O)Nc2ccc(N3CCOCC3)cc2)c(C)s1	101	-0.2

A different layout for 3 compounds above:
molecule,Polio RdRp inh,Polio RdRp inh FP z-score
O=C1CC2C(=O)NCCN2C(=NC(=O)c2ccccc2)N1 (stereo not given),108,0.6
O=C(CCn1c(=O)c2cccn2c2cccnc21)N1CCN(c2ccccn2)CC1,102,-0.1
CC(C)COc1ccc(S(=O)(=O)n2cc(F)c(=O)[nH]c2=O)cc1,103,0.3

The listing continues:
SMILES	Polio RdRp inh	Polio RdRp inh FP z-score
CCN(CC)CCCNc1ccc(-c2nnc(-c3ccc(OCC(C)C)cc3)o2)cn1	104	0.2
CC(NC(=O)CSc1n[nH]c(N)n1)c1ccccc1 (stereo not given)	106	0.4
CCN=C1Sc2nc3ccc(OCC)cc3cc2CN1CCOC	102	0
Cc1nn(-c2ccccc2)c(OC(=O)c2ccc(F)cc2)c1S(=O)(=O)c1ccccc1	108	-0.2
COc1ccc(NC(=O)CSc2ncc3c(n2)-c2cc(Cl)ccc2N(Cc2ccccc2F)S3(=O)=O)cc1	111	0.3
COc1cccc(C2CC(=O)Nc3c2ccc(C)c3C)c1OC (stereo not given)	109	0.8
O=c1c(Cl)c(Cl)cnn1Cc1ccccc1	97	-1.2
O=C(CCCc1cccs1)Nc1nccs1	101	0.4
CCN1C(=O)/C(=C\c2ccc(OC)cc2)C(C(=O)OC)=C1C	81	-3.9
C=C(C)C1CC=C(CN2CCC(C(=O)OCC)CC2)CC1 (stereo not given)	100	-0.4
CCCNCC1CCCO1 (stereo not given)	104	0.7
COC(=O)CC1C(=O)NC2CCCCC2N1C(=O)c1ccccc1 (stereo not given)	103	0.7
Fc1ccc(C2=Nn3c(Cc4ccccc4)nnc3SC2)cc1	104	0.5
COc1ccc(Nc2cc(C)c(C#N)c3nc4ccccc4n23)cc1	101	-0.1
O=C(Nc1ccccc1)c1cnc(N2CCCCC2)c2ccccc12	105	-0.7
CSCCC1C(=O)N(N)C2(C)CC(C)(C)NC(=S)N12 (stereo not given)	101	-0.4
O=C(O)C1Cc2c([nH]c3ccccc23)C2(CCCCC2)N1 (stereo not given)	105	0.9
Cn1c(=O)n(C)c2cc(N3CCOCC3)c(N)cc21	100	-0.1
CNC(=O)c1c[nH]c2ccc(S(=O)(=O)Nc3cccc(Cl)c3C)cc2c1=O	111	0.5
CCOC(=O)c1cccc(NC(=O)NCc2noc3ccccc23)c1	103	0.8
O=C(NCc1ccco1)C1(c2ccccc2)CCCC1	103	1
CCS(=O)(=O)Cc1cccs1	104	0.6
CC(NC(=O)Nc1ccccc1)C(=O)O (stereo not given)	97	-0.3
Cc1cc(C)nc(N2CCC(C(N)=O)CC2)n1	103	0.5
COc1cccc(NC(=O)COc2ccc(N3CC(C(=O)NCC(C)C)CC3=O)cc2)c1 (stereo not given)	101	0.1
O=C1CCCCCN1C(=O)c1ccccc1	102	-0.2
COc1ccc(CCNC(=O)c2ccnc(C(C)(C)C)c2)cc1OC	100	0
CC[N+](C)(CC)C/C=C1/COCO1	107	0.4
CC(=O)N1CCc2cc(Br)cc(S(=O)(=O)CCC(=O)N3CCN(c4ccccc4)CC3)c21	108	0.9
CC(C)NS(=O)(=O)Cc1ccccc1	106	0.3
CC(C)(C)NC(=O)CN1CCN(C(=O)CSc2nnc3c(n2)Nc2ccccc2S3)CC1	95	-0.8
CCCS(=O)(=O)NCCc1csc2nc(-c3ccc(OC)cc3)nn12	112	1.1
Nc1nc(CN2CCCC2c2ccc3c(c2)OCCCO3)nc(Nc2ccccc2)n1 (stereo not given)	107	0.5
Cc1c(C#N)c(O)n(CCO)c(=O)c1N=Nc1cccc(C(=O)O)c1	107	2
COC(=O)/C=C1\SC(=NC(=O)c2cccc(Cl)c2)NC1=O	100	0
CCn1ccc2cc(S(=O)(=O)N3CCC(C(=O)NCC(C)c4ccccc4)CC3)ccc21 (stereo not given)	114	1.9
CCCCCNC(=O)C1CCC(Cn2c(=O)c3sccc3n(CC(=O)NCc3cccc(OC)c3OC)c2=O)CC1 (stereo not given)	105	-0.2
CCCC1(C(=O)OC)NC(c2cc(OC)c(OC)c(OC)c2)C2C(=O)N(c3ccc(C)cc3)C(=O)C21 (stereo not given)	101	-0.2
COc1ccc2c(c1)c(C(=O)CSc1nnc3c(n1)CCCC3)c(C)n2C	102	0
CCn1c(C)c(C2N3CC4(C(C)C)CN2CC(C(C)C)(C3)C4=O)c2ccccc21 (stereo not given)	104	1
CC(C)Sc1nnc(NC(=O)C(C)(C)C)s1	100	-0.3
Fc1ccc(Nc2nc(Nc3ccc(F)cc3)nc(N3CCCCC3)n2)cc1	102	0.1
CCOc1cccc(CC(=O)N2CCc3c([nH]c4ccccc34)C2c2ccc(OC)cc2)c1OCC (stereo not given)	110	0.6
CO[C@H]1/C=C/O[C@@]2(C)Oc3c(C)c(O)c4c(O)c(c(C=NN5CCN(C)CC5)c(O)c4c3C2=O)NC(=O)/C(C)=C\C=C\C(C)[C@H](O)[C@@H](C)[C@@H](O)[C@@H](C)[C@@H](OC(C)=O)[C@@H]1C (stereo not given in full)	102	0.5
COc1ccc(CCN2CN=C(NC#N)NC2)cc1OC	102	-0.1
Nc1ccc2c(c1)nc1n2CCCCC1	104	0.1
O=C1NC2(c3ccccc3)NC(=O)NC2(c2ccccc2)N1 (stereo not given)	95	-0.9
CN1CCN(CC(=O)NCCc2ccc(F)cc2)CC1	103	0.6
O=C(Nc1ccc(OCC(F)(F)C(F)F)c(C(F)(F)F)c1)c1ccccc1O	102	0.3
COc1cc(C(=O)N=c2c(C#N)cc3c(=O)n4cccc(C)c4nc3n2C(C)C)cc(OC)c1OC	104	0.3
Cc1ccc(S(=O)(=O)N2Cc3ccccc3CC2C(=O)NC2CCCCC2)cc1 (stereo not given)	103	0.8
S=C(NCC1CCCO1)N1CCn2c(nc3ccccc32)C1 (stereo not given)	100	0
O=C(Nc1ccc(C(=O)N2CCCCC2)cc1)C1=CSCCO1	101	0.3
CCOc1ccc(N(CC)C(=O)NC2CC(=O)N(c3ccc(OC)cc3)C2)cc1 (stereo not given)	101	-0.6
Cc1c(C(=O)NN2CCN(C)CC2)oc2ccccc12	100	0
COCCn1c(C)cc(-c2csc(NCc3ccc(C)cc3)n2)c1C	107	0.5
O=C(NCC(c1ccco1)N1CCCCC1)C1(c2ccccc2)CC1 (stereo not given)	96	-1
COc1cc(NC(=O)CCNS(=O)(=O)c2ccc3c(c2)CCN3C(=O)C2CC2)cc(OC)c1	108	0.1
CN(C)C(=O)N1CCN(S(=O)(=O)c2ccccc2)C1	101	-0.2
CC#CCNC1CCCCC1	102	0.2
(continued)
SMILES	Polio RdRp inh	Polio RdRp inh FP z-score
Cc1nc2sccn2c(=O)c1S(=O)(=O)NCCc1ccccc1	105	1
COCCn1c(CNC(=O)c2cccc(C)c2)nc2cccnc21	108	0.1
COC1(OC)c2nonc2C(OC)(OC)c2nonc21	100	-0.6
Cc1cc(C(=O)Nc2ccc(CC(=O)O)cc2)cs1	100	-0.2
Cc1ccc(C)c(N2CCN(CCCNC(=O)c3nc(-c4cccnc4)no3)CC2)c1	102	0.2
Cc1ccc2c(c1)C1CN(C)CCC1N2C(=O)Cc1cccs1 (stereo not given)	101	-0.1
C[C@H]1[C@H](C)CC[C@]2(C(=O)O)CC[C@]3(C)C(=CCC4[C@@]5(C)CC[C@H](O)C(C)(C)[C@@H]5CC[C@]43C)[C@H]12 (stereo not given in full)	100	0.2
Cc1ccc(CC(=O)[C@@H]2[C@@H](c3ccoc3)C(C#N)(C#N)[C@H]3C=Cc4ccccc4N23)cc1	138	3.5
CCNc1nc(Oc2ccc(C(=O)OC)cc2)nc(SC)n1	102	0.2
CCN(CC)CCCNC(=O)CN1C(=O)CCn2nc(-c3cn(C)c4ccccc34)cc21	105	-0.3
Cc1ccccc1NC(=O)CSc1nc(-c2cccs2)nc2cc(=O)[nH]n12	99	-1.6
CC1CCc2nc3ccc4ccccc4c3c(-c3ccc(O)c(O)c3)c2C1 (stereo not given)	106	0.4
COc1ccc(Cn2c(C(=O)O)c(CNCc3ccc(C)o3)c3ccc(OC)cc32)cc1	106	-0.2
COc1ccc(NS(=O)(=O)c2ccc3c(c2)CCN3C(=O)C2CC2)cc1OC	106	-0.8
Cc1cc(C(=O)CO/N=C/c2ccco2)c(C)n1C	99	-0.3
CN(C)C(=O)n1c(SCc2ccccc2)nnc1-c1ccc(C(C)(C)C)cc1	101	-0.7
S=c1[nH]nc2ccccn12	100&100	-0.4&-0.2
Cc1ccc2c(c1)cc(C(=O)NCc1ccccc1C)n2C	108	0.3
Cc1cccc(-c2nc3ccccc3n3c(-c4ccccc4)c4c(=O)n(C)c(=O)n(C)c4c23)c1	105	0.3
Cc1cc(-c2ccc(C)c(S(=O)(=O)Nc3ccccn3)c2)on1	101	-1.2
O=C(Nc1ccc(F)cc1F)c1cc(-c2ccccc2O)no1	101	-1.2
CCc1nnc(SCC(=O)N(C)c2ccccc2)c2cc3sccc3n12	104	-0.5
CCCC(=O)N1CC2(C)CN(C(=O)CCC)CC(c3ccccc3)(C1)C2=O	101	-0.2
NC(=O)c1oc2ccccc2c1NC(=O)Cc1ccc(Cl)cc1	100	-0.9

Single records, from the list above. Order of screens: Polio RdRp inh | Polio RdRp inh FP z-score
Entry for O=c1c(Cl)c(Cl)cnn1Cc1ccccc1 → 97 | -1.2
Entry for O=C1CC2C(=O)NCCN2C(=NC(=O)c2ccccc2)N1 (stereo not given) → 108 | 0.6
Entry for S=c1[nH]nc2ccccn12 → 100&100 | -0.4&-0.2

Filtered by structure, the entries above containing a CF3 group (3)
SMILES	Polio RdRp inh	Polio RdRp inh FP z-score
COc1cc(C2C(C#N)=C(N)Oc3n[nH]c(C(F)(F)F)c32)ccc1OCC(N)=O (stereo not given)	103	0.4
CCC1CCCCN1C(=O)CSc1nc(-c2ccc(OC)cc2)cc(C(F)(F)F)n1 (stereo not given)	108	0.8
O=C(Nc1ccc(OCC(F)(F)C(F)F)c(C(F)(F)F)c1)c1ccccc1O	102	0.3

Later entries:
SMILES	Polio RdRp inh	Polio RdRp inh FP z-score
CCn1nnc(N(C(=O)c2cccs2)C(=O)c2cccs2)n1	102	0.1
COc1ccc(OC)c(/C=N\NC(=O)C2C(=O)NCC2c2ccccc2)c1 (stereo not given)	101	0.5
CCOC(=O)c1cc(C(=O)c2ccc(Cl)cc2)n2c1ccc1ccccc12	104	0.2
Cc1ccccc1CNC(=O)c1ccc2c(c1)c(C)c(C)n2C	110	0.7
CC(=O)c1cc(-c2ccc(F)cc2)n(CC(=O)NC2CCC(C)CC2)c1C (stereo not given)	110	1
